Bioassay records: PubChem, several laboratories
Hep lipid drop – hepatic lipid droplet formation modulation | 240,000 tested, 0.4% active | AID 1656 | AML12 mouse hepatocytes, oleate lipid droplets, BODIPY imaging | inhibition, % at 6.5 µM;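 active = lipid droplet intensity inhibited by at least 50%, with more than 500 cells counted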
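Assay system: AML12 hepatocytes (mouse); Probe or stimulus: oleic acid at 100 µM to induce lipid droplet formation; Dosing: compound at 6.5 µM only; Schedule: compound with oleate, overnight; Detection: fluorescence imaging, 20x objective, two fields per well; Measure: % inhibition of lipid droplet signal.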
XIAP displacement – small molecules displacing peptide from XIAP – biochemical, IAP family, fluorescence polarization (AID 1018) | 200,000 tested, 0.007% active | displacement, % at 20 µM, or IC50 in µM where a hit was titrated | XIAP BIR domain, fluorescence polarization peptide displacement; higher % means a stronger effect; in the data active = displacement above about 50%; note: a part of the inactive calls stands beside numbers as strong as those of hits
P. falciparum M17LAP – P. falciparum M17LAP inhibitors, primary screen, biochemical, fluorogenic H-Leu-NHMec substrate, 1536-well (AID 1619); recombinant M17LAP, H-Leu-NHMec fluorogenic kinetic assay; higher % means a stronger effect; inhibition, % at 30 µM, or IC50 in µM where a hit was titrated; 220,000 tested, 0.38% active;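 active = compound inhibiting the enzyme by more than half at any dose during confirmatory dose-response retesting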;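 note: plate controls were full reaction with DMSO carrier for no effect and no enzyme background for full effect; strong numbers were not always called active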
M1AAP inhibition – malaria alanyl aminopeptidase activity blockers – biochemical, fluorogenic H-Leu-NHMec substrate, 1536-well (AID 1445). recombinant M1AAP, H-Leu-NHMec fluorogenic kinetic assay; higher % means a stronger effect. inhibition, % at 30 µM, or IC50 in µM where a hit was titrated. 220,000 tested, 0.42% active;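 active = primary inhibition above the hit cutoff, then over 50% inhibition at one or more dose response concentrations, cut at about 23% in these data, passing the limit was not always enough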;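 note: plate controls were DMSO full reaction for no effect and no enzyme background for full effect; strong numbers were not always called active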
TNAP activation fold – stimulation of alkaline phosphatase TNAP activity – biochemical, luminescent, no phosphate acceptor, uHTS, primary screen (AID 1001); purified TNAP, luminescent activation assay, no phosphate acceptor; higher activation fold means a stronger effect; one-dose activation fold at 20 µM; EC50 in µM for titrated hits; 200,000 tested, 0.03% active; in the data active = activation fold from about 3, or a potency from the dose series; inactive = the rest, 99 in 100 with activation fold below about 1.6; note: many of its hits are not listed in these tables
human PMI inhibition – MPI enzyme activity inhibition – biochemical, fluorescence intensity, coupled assay, primary screen (AID 1209); one-dose inhibition, % at 20 µM; IC50 in µM for titrated hits; 190,000 tested, 0.42% active; purified PMI enzyme, coupled fluorescence intensity; higher % means a stronger effect;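 note: plate controls were DMSO vehicle for no effect and wells lacking substrate for full effect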
Siah-1 displacement – blockers of Siah-1 interaction with plectin peptide – biochemical, fluorescence polarization, rhodamine-plectin, uHTS, primary screen (AID 1817); 290,000 tested, 0.02% active; displacement, % at 20 µM; hits with a dose series show IC50 in µM; Siah-1 / rhodamine-plectin peptide fluorescence polarization; higher % means a stronger effect;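 active = displacement of at least 50% at 20 µM, with a fluorescence ratio check between 0.3 and a set limit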;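 note: plate controls were Siah plus tracer with DMSO for no effect and tracer alone without Siah for full effect; strong numbers were not always called active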
human PMI inhibitors – MPI inhibition at elevated mannose 6-phosphate – biochemical, fluorescence intensity, high mannose 6-phosphate, primary screen (AID 1220); recombinant PMI enzyme, coupled fluorescence intensity; higher % means a stronger effect; inhibition, % at 20 µM, or IC50 in µM where a hit was titrated; 190,000 tested, 0.66% active
K1F lysis inhibition – inhibition of K1F phage lysis, E. coli UTI89, bacterial capsule biogenesis inhibitors, alamar blue (AID 488966); E. coli UTI89 K1F phage lysis, alamar blue, 2 h; higher % means a stronger effect; one-dose inhibition, % at 100 µM; IC50 in µM for titrated hits; 340,000 tested, 0.02% active;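 active = phage lysis inhibition, versus mean bacterial control, above a set limit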;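 note: capsule biogenesis inhibitors block K1F phage lysis so surviving cells raise fluorescence; higher fluorescence means more inhibition of phage lysis; actives were called in the ten point dose series up to 300 µM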
Hep lipid drop cells 6.5 µM – second read-out of Hep lipid drop, no call of its own (marks repeat the call); cell count; measured here: cell count, cytotoxicity flag;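 cells counted across two imaged fields per well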
An asterisk follows results filed as active; . = not tested or not shown; [ ] = another dose, or the depositor's remark. Cut-off read from the data, not from the text of the source, unless noted: active = inhibition above about 50%; inactive = the rest.

SMILES | Hep lipid drop | Hep lipid drop cells 6.5 µM | XIAP displacement | P. falciparum M17LAP | M1AAP inhibition | TNAP activation fold | human PMI inhibition | Siah-1 displacement | human PMI inhibitors | K1F lysis inhibition
Cc1noc(C)c1COc1ccc(C(=O)OCC(=O)Nc2c(C)n(C)n(-c3ccccc3)c2=O)cc1 | 3 | 689 | -14% | 9% | 7% | 1.1 | -2% | 14% | 5% | 0.2%
O=C(NCc1ccncc1)C(=O)NCc1ccco1 | 2 | 690 | -5.9% | 1% | 3% | 1 | 4% | -4% | 14% | 0.0%
CCOC(=O)CC(=O)CSc1ncnc2c1nnn2-c1ccc(F)cc1 | -36 | 670 | -6.2% | 5% | 0% | 1.3 | -6% | 4% | -16% | 0.5%
CCCCCCCC[n+]1cccc(C(=O)N2c3c(nc(N)[nH]c3=O)NC(C)C2C)c1 (stereo not given) | 9 | 653 | -7.0% | -2% | 10% | 1 | 7% | 2% | 0% | 4.8%[50 µM]
CCCn1c(SCC(=O)Nc2cc(S(=O)(=O)N3CCOCC3)ccc2OC)n[nH]c1=O | -3 | 301 | -6.3% | -1% | 1% | 0.8 | -2% | 9% | -8% | 0.6%[50 µM]
Cc1ccc(C)n1-c1nccc(-c2ccco2)n1 | . | . | -9.3% | -28% | 5% | 1.1 | -2% | 0% | 6% | 0.0%
COc1ccc(N=Nc2ccc(O)c3ncccc23)cc1 | -31 | 528 | . | -6% | -6% | . | . | -6% | . | 0.2%
O=C1C2C3c4ccccc4C(c4ccccc43)C2C(=O)N1Cc1ccco1 (stereo not given) | . | . | -4.1% | . | . | 1.1 | -5% | -4% | 4% | -0.2%
CC1=C(C(=O)N2CCOCC2)C(c2ccc(Cl)cc2)NC(=S)N1 (stereo not given) | -18 | 673 | -6.5% | -4% | 10% | 1.1 | 14% | 0% | 1% | 0.1%
CCCCC1=CC2=C(c3ccco3)C(=O)C(C)(OC(=O)c3ccc(OC)cc3)C(=O)C2=CN1c1ccccc1 (stereo not given) | -3 | 753 | . | 9% | 7% | . | . | 1% | . | -0.1%
COc1ccccc1CNC(=O)CSc1nc(-c2ccccc2)cn1N | 8 | 786 | -5.7% | 11% | 6% | 1.1 | 4% | -1% | -1% | 1.2%
COc1ccccc1-c1noc(-c2cc(OC)c(OC)c(OC)c2)n1 | -4 | 742 | -20% | -6% | -2% | 1.1 | 8% | -1% | 7% | 0.0%
CC(=O)Nc1ccc(-c2ccc(NC(C)=O)cc2)cc1 | 8 | 723 | -2.9% | -5% | -5% | 1.1 | -4% | 6% | -12% | 0.4%
O=C(/C=C/c1ccc[nH]1)c1ccccc1 | 6 | 695 | -6.1% | 11% | 4% | 1 | -23% | 7% | 28% | -2.4%
Cc1ncc([N+](=O)[O-])n1CC(=O)NC1CCCCCC1 | -13 | 651 | -7.3% | -2% | 3% | 1.1 | 2% | -1% | -4% | 0.1%
Cc1ccccc1CSCC(=O)Nc1ccccc1-c1ccccc1 | -9 | 624 | -6.0% | 8% | -4% | 1 | 2% | -6% | -13% | 1.6%
O=C(c1nnsc1S(=O)(=O)c1ccc(Cl)cc1)N1CCOCC1 | -5 | 600 | -2.5% | -3% | 5% | 1.1 | 35% | -7% | -2% | 0.9%
CCOCCCNC(=O)c1ccc2c(=O)n(Cc3ccc4c(c3)OCO4)c(=S)[nH]c2c1 | 20 | 703 | 4.3% | 8% | 1% | 1.1 | -3% | 1% | -4% | 0.0%
CC(=O)c1cccc(NC(=O)NCc2ccco2)c1 | -10 | 706 | -2.4% | 5% | 3% | 1.1 | 14% | -1% | 6% | 0.4%
CN1CCN(CC(=O)Nc2nc(-c3c[nH]c4ccccc34)cs2)CC1 | 7 | 688 | -9.7% | 4% | 6% | 1.1 | -7% | -8% | 11% | 0.5%
COc1cccc(Cn2c(=O)ccc3ccccc32)c1 | 10 | 705 | -11% | -3% | 5% | 1 | -9% | 1% | -11% | -0.1%
Cc1ccc(C2CC(c3ccccc3OC(F)F)Nc3ncnn32)cc1 (stereo not given) | -3 | 741 | -7.5% | 7% | 2% | 1 | 7% | -2% | -1% | 0.3%
Cc1cc(C(=O)N/N=C/c2cccs2)no1 | -16 | 547 | -7.1% | 8% | 6% | 1 | -14% | 0% | -18% | -0.3%
CC(=O)N1CCc2cc(NC(=O)c3ccc(C)cc3)ccc21 | 1 | 635 | -2.3% | 1% | 1% | 1.1 | 5% | -2% | 4% | -0.2%
Cc1nc(CC(=O)O)c(-c2ccccc2)s1 | -14 | 718 | -6.1% | 5% | 5% | 1 | 6% | 7% | 2% | 3.3%
CCCCN1C(=O)N(C)C2NC(=S)NC21 (stereo not given) | -6 | 746 | . | 11% | 13% | . | . | 0% | . | .
CCC(Oc1ccccc1)C(=O)NCCOC (stereo not given) | -11 | 604 | 0.1% | -14% | -3% | 1.1 | -2% | -2% | -3% | 1.4%
Cc1ccc(CNC(=O)C2CC(c3ccc(C(F)(F)F)cc3)=NO2)o1 (stereo not given) | 7 | 682 | . | 8% | 2% | . | . | 8% | . | 2.1%
O=C(N/N=C\c1cn(-c2ccccc2)nc1-c1ccccc1)c1ccc2c(c1)OCO2 | . | . | -1.0% | 0% | 7% | 1.1 | 0% | -1% | -3% | 0.6%
Cc1cccc(NCc2ccc(O)c3ncccc23)c1C | 7 | 663 | -0.9% | . | . | 1.1 | 60%* | 6% | . | .
Cc1n[nH]c(C)c1CCc1nc2c3ccccc3nc(SCC(N)=O)n2n1 | . | . | -8.4% | 11% | -7% | 1.1 | 1% | 3% | -4% | 0.7%
CS(=O)(=O)N1CCN(c2ccccc2NC(=O)c2cccc3ccccc23)CC1 | -15 | 722 | 2.6% | 15% | 1% | 1.3 | 8% | -6% | 4% | -0.7%
CC1CCCCC1NC(=O)COn1nnc2ccc(Cl)cc21 (stereo not given) | 3 | 787 | -3.8% | -1% | 7% | 1.1 | -3% | 5% | -4% | 0.0%
NC(=O)COC(=O)Cc1coc2cc3c(cc12)CCC3 | -9 | 743 | -7.8% | -2% | 13% | 1.1 | -22% | -2% | -21% | -2.6%
Cc1cccc(C)c1OCC(=O)Nc1cccc(C(=O)O)c1 | 6 | 771 | -2.9% | 0% | 0% | 1 | -4% | 0% | -5% | 0.8%
Cc1ccccc1/C=N/NC(=O)c1sccc1C | -2 | 737 | -2.0% | 2% | 1% | 1 | -1% | 6% | 8% | 1.3%[50 µM]
Cc1ccc(C(C(=O)NC2CCCCC2)N(CC2CCCO2)C(=O)CNC(=O)c2ccco2)cc1 (stereo not given) | . | . | -1.7% | 1% | 1% | 1 | 3% | -2% | 7% | -1.7%
O=C(Oc1ccccc1)c1cccc2cccnc12 | -7 | 661 | -11% | -3% | -12% | 1.2 | 19% | 0% | 23% | -0.2%
CC(=O)N1CCc2cc(S(=O)(=O)NCCC(=O)Nc3ccc4c(c3)OCCO4)ccc21 | 11 | 774 | -0.6% | 7% | 7% | 1.1 | 2% | 1% | 4% | -0.2%
COC(=O)Nc1sc2c(c1C(=O)NC1CC1)CCCCCC2 | 17 | 802 | -5.9% | 19% | 5% | 1.2 | -13% | 4% | -25% | 1.8%
c1ccc(-n2nnnc2NCCc2c[nH]c3ccccc23)cc1 | . | . | -4.1% | -5% | -4% | 1.1 | 8% | 0% | 6% | 0.3%
CN(C(=O)c1ccncc1)c1nnc(-c2ccccn2)s1 | -10 | 739 | -1.6% | 16% | 10% | 1.1 | 1% | 7% | -6% | 1.9%
Nc1nc(NC(=O)CCC(=O)O)nn1-c1ccccc1 | 13 | 705 | . | -4% | -1% | . | . | -2% | . | -0.1%[50 µM]
CCc1ccccc1NC(=O)CSc1nnc(-c2ccco2)n1N | . | . | 2.9% | -10% | 1% | 1.1 | -3% | 1% | 2% | 0.4%
Cc1ccc(S(C)(=O)=O)cc1S(=O)(=O)Nc1ccccc1 | -37 | 639 | -2.9% | -16% | 0% | 1.1 | -3% | 4% | -6% | 0.7%
O=S(=O)(Nc1ncn[nH]1)c1ccc2ccccc2c1 | -1 | 742 | -5.0% | 9% | 0% | 1.1 | 2% | 0% | 1% | 2.7%
CN1CCc2c(c3c(n2C)CCN(C)C3c2ccc(F)cc2)C1c1ccc(F)cc1 (stereo not given) | 2 | 746 | -3.5% | -7% | 12% | 1 | 0% | 7% | -6% | 6.6%
Cc1ccc(C(=O)c2oc3ccccc3c2NC(=O)c2cc(-c3ccccc3O)n[nH]2)cc1 | -4 | 599 | -19% | -1% | 2% | 1.6 | -5% | 4% | 5% | 3.5%
Cc1cc(C)c(NC2=NCC(=O)N2C2CCCCC2)c(C)c1 | 10 | 731 | -1.4% | 0% | 3% | 1 | 8% | -3% | -3% | 0.7%
O=C1NC(=O)C(Nc2cccc3ccccc23)S1 (stereo not given) | -3 | 622 | 0.1% | 15% | 4% | 1.1 | 0% | -3% | 33% | 1.4%

Three compounds already listed, arranged by the number in human PMI inhibition, rising:
molecule,human PMI inhibition
COc1ccccc1CNC(=O)CSc1nc(-c2ccccc2)cn1N,4%
O=C(c1nnsc1S(=O)(=O)c1ccc(Cl)cc1)N1CCOCC1,35%
Cc1cccc(NCc2ccc(O)c3ncccc23)c1C,60%*

Next part
SMILES | Hep lipid drop | Hep lipid drop cells 6.5 µM | XIAP displacement | P. falciparum M17LAP | M1AAP inhibition | TNAP activation fold | human PMI inhibition | Siah-1 displacement | human PMI inhibitors | K1F lysis inhibition
CCO[C@H]1OC(C(=O)N2CCN(Cc3ccccc3)CC2)=C[C@@H](c2cn(C(C)=O)c3ccccc23)[C@@H]1CCCO | -12 | 665 | -3.5% | -3% | 3% | 1 | 11% | 2% | 6% | 1.2%
CC(C)C(=O)NC(c1ccco1)c1ccc2cccnc2c1O (stereo not given) | . | . | -1.5% | 2% | -10% | 1.2 | 15% | -1% | 38% | 1.1%
O=C(CN1C(=O)c2ccccc2S1(=O)=O)Nc1ccc(S(=O)(=O)N2CCCC2)cc1 | -2 | 693 | -5.0% | 8% | 0% | 1.1 | 15% | 2% | 12% | -1.9%
COc1ccccc1-c1ccc(C(=O)O)o1 | 0 | 762 | 1.8% | 9% | 3% | 1.1 | 4% | 2% | 2% | 0.4%
C=CCNC(=S)N(C1CCCCC1)C1CCCCC1 | 20 | 692 | -1.0% | 0% | 0% | 1.1 | 6% | 2% | -3% | 0.2%
Cc1cc2c(s1)c1cnn(CC(=O)NCCc3ccccc3)c(=O)c1n2C | . | . | -3.7% | 7% | 7% | 1.1 | 2% | 5% | -2% | .
